Pf Dd2 inh: Plasmodium falciparum Dd2 growth inhibition; P. falciparum Dd2 growth, SYBR Green, 72 h; Potency, µM (titrated, usually from 28.9 µM), without a hit: at the highest dose activity, negative = inhibition, most hits filed as inhibitors; 4.3% of 120,000 active; AID 1347417; active means well fitted inhibition curve with a large enough effect; inconclusive means small, poorly fitted or top-dose-only effect; inactive means no such curve, though single readings can be large or run the other way;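 further: plate controls were DMSO vehicle for no effect and reference drug for full effect; nearly all actives have a fitted effect of over 65% in size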
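Infected erythrocytes (Dd2, 0.3% parasitemia, 2.5% hematocrit final) are added to compound in RPMI-1640/Albumax II medium, grown 72 h at 37C in low oxygen, then lysed with saponin/Triton-X containing SYBR Green and read by fluorescence.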
The depositor's hits bear a star; i = inactive; ? = inconclusive; [ ] = dose if it differs, or a comment. Potency means the concentration at half of the fitted maximal effect. Only part of the results is shown, so the mix of outcomes need not match the whole.

SMILES	Pf Dd2 inh
CC(=O)N1CCC2(CC1)OC(=O)C(C)=C2C(=O)NCc1cccc(Cl)c1	i
CS(=O)(=O)N1CCC(OC2CCN(C(=O)c3cccc(Cl)c3)CC2)CC1	22.5%
CCOC(=O)c1ccccc1NC(=O)Cn1c(=O)n(Cc2ccccc2)c(=O)c2c(C)c(C)sc21	40.6%[activator]
CC1(C)C(=O)N(Cc2ccccc2F)[C@H]2CN(Cc3cccnc3)C[C@@H]2[S+]1(=O)[O-]	20.7%[44.1 µM]
Cc1ccc2c(C(=O)NCc3ccc(C(F)(F)F)cc3)cc(NC(=O)C(C)C)cc2n1	-26.0%
CC1CCCCN1CCCNC(=O)c1ccc2c(c1)sc1nc(-c3ccc(F)cc3)cn12 (stereo not drawn)	1.41µM*
NC(=O)C1(N2CCCCC2)CCN(C(=O)Nc2ccc(F)cc2F)CC1	31.5%[activator]
Cc1nnn2c(C(=O)NC3CC3)cccc12	-2.3%[44.1 µM]
O=C(c1cc[n+]([O-])cc1)N1CCC(C2CCN(Cc3cccnc3)CC2)C1 (stereo not drawn)	-4.2%
COc1cccc(CC(=O)N2CCN(c3cc(-c4cccs4)[nH]n3)CC2)c1	i
CCOCc1nc(C2CCCN(C(=O)C(C)C)C2)no1 (stereo not drawn)	30.1%[activator]
COc1cc2c(cc1OC)C(C[C@H]1CN(C(=O)c3ccc(N(C)C)cc3)CC[C@H]1CC(=O)O)=NCC2	-13.3%
Cc1ccc(NC(=O)C(Cc2ccccc2)n2cccc2)cc1C (stereo not drawn)	-23.8%
CCc1ccc(CNC(=O)CCSCc2ccccc2F)cc1	11.1%
Cc1cnc(C(=O)N2CCCN(S(=O)(=O)c3ccccc3)CCC(=O)NCC2)cn1	18.8%

A draw from above in order of count of non-hydrogen atoms, rising:
SMILES	Pf Dd2 inh
CCOCc1nc(C2CCCN(C(=O)C(C)C)C2)no1 (stereo not drawn)	30.1%[activator]
CCc1ccc(CNC(=O)CCSCc2ccccc2F)cc1	11.1%
Cc1ccc(NC(=O)C(Cc2ccccc2)n2cccc2)cc1C (stereo not drawn)	-23.8%
CS(=O)(=O)N1CCC(OC2CCN(C(=O)c3cccc(Cl)c3)CC2)CC1	22.5%
Cc1cnc(C(=O)N2CCCN(S(=O)(=O)c3ccccc3)CCC(=O)NCC2)cn1	18.8%
CC1CCCCN1CCCNC(=O)c1ccc2c(c1)sc1nc(-c3ccc(F)cc3)cn12 (stereo not drawn)	1.41µM*

Next part.
SMILES	Pf Dd2 inh
COC(=O)[C@@H]1Cc2ncn(Cc3ccc(Cl)cc3)c2CN1C(=O)c1ccc(C#N)cc1	?
Cc1nn(-c2ccccc2)c(C)c1[C@@H]1C=C[C@@H](NC(=O)CC(C)(C)CC(=O)O)C1	-3.5%[44.1 µM]
COc1ccc(-c2cnc3n2CC(C(=O)NCCCN2CCN(C)CC2)CC3)cc1 (stereo not drawn)	20.6%
COc1cccc(N2CCN(C(=O)CCCCCn3c(=O)[nH]c4ccccc4c3=O)CC2)c1	20.9%
COc1ccc(-c2noc(CC(=O)N(C)c3ccccc3F)n2)cc1	0.2%
COc1ccc(NC(=O)N[C@H]2[C@H](O)[C@@H](Oc3ccccc3)[C@@H]3OC[C@H]2O3)cc1	-17.6%[44.1 µM]
COc1cccc(-n2c(/C=C/c3cccc(C)c3)nc3ccccc3c2=O)c1	i
Cn1nc(-c2ccc3ccccc3c2)cc1[C@H]1CN2CC[C@H]1C[C@@H]2CNS(=O)(=O)c1cccs1	12.6µM*
COc1ccc(Cl)cc1NC(=O)CSc1ccc(-c2sc(C)nc2C)nn1	?
Cc1ccc(OCC(=O)Nc2ccc(Cl)cc2C(=O)c2ccccc2)cc1	24.8%
O=C(COc1ccccc1)N1CCC(Oc2cnc3c(ccn3-c3cncnc3)c2)CC1	-18.2%[44.1 µM]
Cc1cccc(-n2c(=O)c3c(c4cc(C)ccc4n3C)n(CC(=O)N3CCCC3)c2=O)c1	-8.3%
COCC(=O)N1CCC([C@H]2[C@@H](OC)C(=O)N2C(C)C)CC1	24.2%
O=C1Nc2ccccc2CNC12CCN(CC1CCCC1)CC2	-18.0%
CCn1c(=O)c2cc(C(=O)Nc3cc(F)ccc3F)sc2c2ccccc21	i
Cc1nn(-c2ccc(F)cc2)c(-n2cccc2)c1C(=O)NCCc1ccc(Cl)cc1	i
O=C(NC(=O)c1ccccc1)Nc1ccc(-n2nc(C(F)(F)F)cc2C(F)(F)F)cc1	-5.3%
CNC(=O)c1cc2cc(-c3c(C)noc3C)nc(-c3cnn(C)c3)c2o1	?
N#Cc1ccc(C(=O)Nc2ccc3n(c2=O)C[C@H]2C[C@@H]3CN(C(=O)NC3CCCCC3)C2)cc1	-19.6%
O=c1ncn(CC2CC2)c2ccc(-c3ccc(F)cc3F)nc12	i
CCN(C(=O)CN1C(=O)NC2(CCC(C)CC2)C1=O)c1cccc(C)c1 (stereo not drawn)	?
Cc1ccc(-c2cc(NC(=O)COc3c(C)cc(C)cc3C)on2)cc1	31.6%[activator]
O=C1CCCCC(Cc2ccccc2)(C(=O)NCc2cccc(F)c2)N1 (stereo not drawn)	0.0%
Clc1ccc(CCNc2nc3cc(Cl)c(Cl)cc3n3cnnc23)cc1	7.1%
Cc1ccc(NC(=O)Cn2c(-c3nonc3N)nc3ccccc32)cc1C	35.9%[activator]
CCOCC(=O)N1CCC2(CCC(=O)N(CC3CC3)CC2)CC1	?
CC(C)N(Cc1cn(Cc2ccccc2)nc1-c1cc2ccccc2o1)CC1CCC(=O)N1 (stereo not drawn)	2.2%
CCCCNC(=O)c1cccc2c1CCN2C(=O)Nc1ccc(C)cc1	?
O=C1NCCCCCCN(Cc2ccncc2)[C@@H]2CN(C(=O)c3ccco3)CC[C@@H]12	-7.0%
COc1cccc(Cc2nc3ccccc3nc2SCC(=O)NCCc2ccccc2)c1	-8.0%
O=C(CCCn1c(=O)c2cccn2c2cccnc21)NCc1ccc(F)cc1	17.8%
COc1ccc(Nc2cc3c(cn2)CN(Cc2ccncc2)CCN3)cn1	-5.7%[44.1 µM]
Cc1ccc(NC(=O)N2CCN(c3nnnn3-c3cccc(C(F)(F)F)c3)CC2)cc1F	7.94µM*
Cc1ccccc1NC(=O)CCNC(=O)Cn1ccc2ccccc2c1=O	25.0%
CC(C)NC(=O)C[C@@H]1C[C@H]2O[C@H](CNC3CCC(F)(F)CC3)[C@@H](O)[C@H]2O1	30.7%[activator][44.1 µM]
COc1ccc(-c2onc(C)c2C(=O)NC2CCCc3ccccc32)cc1 (stereo not drawn)	i
CCN(Cc1ccccc1)C(=O)Cn1c(=O)n(-c2cccc(C)c2)c(=O)c2c1c1cc(OC)ccc1n2C	-20.1%
Cc1ccccc1C(=O)c1cccn1CC(=O)NCc1cccc(Cl)c1	17.3%
CC(C)C1=NOC2(CCN(C3CCCCC3)CC2)C1	?
CCOC(=O)c1ccc(NC(=O)N2CC3CCCN3c3ccccc32)cc1 (stereo not drawn)	?
COc1ccccc1OCCNC(=O)c1ccc2c(c1)C(O)CCCCCN2C (stereo not drawn)	i
O=C(NCCc1ccccn1)c1ccc(-c2nnc3ccc(NC(=O)C4CCC4)cn23)cc1	0.562µM*
COc1ccc(C2(C(=O)N3CCC4(CC3)CC(N(C(C)=O)C3CC3)CCO4)CC2)cc1 (stereo not drawn)	i
CN1CCN([C@@H]2[C@H](O)[C@H](CO)O[C@@H]2CNC(=O)Nc2cccc(Cl)c2)CC1	-3.5%
COc1ccc(N2CCN(c3nc4ccc(C(=O)c5ccccc5)cc4n4cnnc34)CC2)cc1	-7.3%
Cc1c(Cl)cc(C(=O)N(C)CCC2CCOCC2)cc1Cl	-13.6%
CC[C@H]1CN2CC[C@H]1C[C@@H]2COC(=O)Nc1ccc(C(C)(C)C)cc1	?
CC(C)C(=O)Nc1ccc([C@H]2OCC(=O)N(Cc3nccn3C)[C@@H]2CO)cc1	20.1%[44.1 µM]
CN(Cc1ccccc1)C(=O)C[C@@H]1CCNC[C@@H]1Cc1cc(-c2ccccc2)on1	5.01µM*
CCn1nc(C)c(CN2CCC(n3nccc3NC(=O)CCCc3ccccc3)CC2)c1C	?
CCn1cc(C(=O)N2CCC(C3CCN(C(=O)NC)CC3)C2)cn1 (stereo not drawn)	-8.6%
COC(=O)[C@@H]1Cc2ncn(Cc3ccc(Cl)cc3)c2CN1S(C)(=O)=O	?
CCOC(=O)C1CCC(CN(Cc2c(Cl)cccc2Cl)S(=O)(=O)c2ccc(F)cc2)CC1 (stereo not drawn)	-17.5%
Cc1ccc(C(=O)NC[C@H]2O[C@@H](CC(=O)NCc3ccc(F)cc3)[C@H](O)[C@@H]2O)cc1	35.7%[44.1 µM]
O=C(Cn1cnc2c(nc3n2CCCCC3)c1=O)Nc1ccc(F)cc1	?
Cc1nc(CNC(=O)c2cccc(S(=O)(=O)N3CCOCC3)c2)cs1	-5.5%
COc1ccc(-c2cc(N3CCCC(NC(=O)c4ccccc4F)C3)n[nH]2)cc1 (stereo not drawn)	?
CCCn1cc(-c2ccncc2)cc1C(=O)N1CCCCC1	?
COc1ccc(NC(=O)c2ccc(-c3nc(COc4ccccc4)c(C)o3)cc2)cc1	i
COCCCNc1ncnc2sc3c(c12)CCNC3	?
(continued)
SMILES	Pf Dd2 inh
CCc1nnc(NC(=O)C2CC(=O)N(c3n[nH]c4ccccc34)C2)s1 (stereo not drawn)	-9.0%
COc1ccc(C(=O)N[C@@H]2CCC[C@@H]2C(=O)NCc2ccc(C)o2)cn1	?
CS(=O)(=O)N1CC(C(=O)NCCc2ccncc2)C2(CCOCC2)C1 (stereo not drawn)	30.1%
COC(=O)C1=C(C)N=C2SC=C(CC(=O)NC3CC3)N2C1c1cccc(OC)c1 (stereo not drawn)	-12.8%
CCc1nc(SC)ncc1C(=O)N1CCN(c2cc(Cl)ccc2C)CC1	i
Cc1cc(=O)n(CC(=O)N2CC[C@](C)(O)C(C)(C)C2)c2ccccc12	16.8%
O=C(NC1C=CS(=O)(=O)C1)c1ccc2nc(-c3ccc(F)cc3)cn2c1 (stereo not drawn)	-12.3%
Cc1noc(C)c1S(=O)(=O)N1CCCOCCNC(=O)[C@@H]2CCCC[C@@H]21	0.6%
O=[S+]([O-])(Nc1cccnc1)c1ccc2c(c1)OCCN(Cc1ccccc1)C2	i
CCn1c2c(c(=O)n3ncc(C(=O)Nc4ccc(Cl)cc4C)c13)CN(Cc1ccc(OC)cc1)CC2	?
NC(=O)CN1C(=O)[C@@H]2CN(C(=O)c3ccccc3)CCN2C1=O	6.8%[44.1 µM]
O=C([C@H]1O[C@H](CCN2CCOCC2)CC[C@@H]1O)N1CCN(c2ccc(F)cc2)CC1	i
O=C(c1ccc(C(F)(F)F)cc1)N1CCc2nc(C3CC3)nc(-c3ccc(Cl)cc3)c2C1	-11.2%
C[S+](=O)([O-])NCCn1ccc2cc(OC3CCN(c4ncc(F)cn4)CC3)cnc21	i
CCc1ccccc1NC(=O)CN1C(=O)NC2(CCOCC2)C1=O	16.4%

Fetched by compound from the entries so far (five):
SMILES	Pf Dd2 inh
O=C([C@H]1O[C@H](CCN2CCOCC2)CC[C@@H]1O)N1CCN(c2ccc(F)cc2)CC1	i
CCc1nnc(NC(=O)C2CC(=O)N(c3n[nH]c4ccccc34)C2)s1 (stereo not drawn)	-9.0%
Cc1noc(C)c1S(=O)(=O)N1CCCOCCNC(=O)[C@@H]2CCCC[C@@H]21	0.6%
COc1ccc(C(=O)N[C@@H]2CCC[C@@H]2C(=O)NCc2ccc(C)o2)cn1	?
C[S+](=O)([O-])NCCn1ccc2cc(OC3CCN(c4ncc(F)cn4)CC3)cnc21	i

(next part)
SMILES	Pf Dd2 inh
COc1ccc(CNC(=O)CC[C@H]2CNC(=O)[C@@H]3[C@@H](CCN3Cc3ccc(O)cc3)N2C)cc1	14.6%
O=C(NCc1ccc(F)cc1Cl)c1ccc(CSCc2ccccc2Cl)o1	8.9%
O=C(Cc1c[nH]c2ncc(-c3cccc(F)c3)cc12)NCc1cccnc1	?
COc1ccc(C(=O)NCC(c2ccco2)S(=O)(=O)c2ccc(F)cc2)cc1 (stereo not drawn)	i
O=C(NCc1ccc(Cl)nc1)c1cccn2cncc12	?
CN(C)C(=O)CC1CCCCN(Cc2ccccc2)C1=O (stereo not drawn)	12.2%
O=C1NC(=NC2CCCCC2)C2(CCCN(Cc3ccsc3)C2)N1c1cccnc1 (stereo not drawn)	?
CS(=O)(=O)N(C1CCOCC1)C1CCN(C(=O)c2ccc(Cl)cc2)CC1	19.5%
CCOc1ccc(N2CC(NC(=O)c3ccc(Cl)cc3)CC2=O)cc1 (stereo not drawn)	83.2%[activator]
N[C@H]1CN(C(=O)c2ccc(Cn3cnnn3)cc2)C[C@@H]1C1CC1	-8.9%
O=C(O)C[C@@H]1CCN(C(=O)c2ccc(C(F)(F)F)cc2)C[C@@H]1CCN1CCN(c2ccccn2)CC1	-22.0%
Cc1ccc(-c2c(C(=O)N3CCN(c4cccc(C)c4C)CC3)oc(=O)c3ccccc23)cc1	?
CCN(Cc1ccccc1)Cc1c(O)ccc2c(=O)c(-c3ccccc3Cl)coc12	?
O=C(Cc1c[nH]c2ccccc12)N[C@H](Cc1ccccn1)C1CC(O)C1 (stereo partly drawn)	-0.6%
COc1ccc(C)cc1NC(=O)C1COc2ccccc2C1 (stereo not drawn)	14.0%
COc1ccccc1CNC(=O)Cn1cc2c(n1)-c1c(oc(C(=O)N3CCOCC3)c1C)CC2	-16.2%
Cc1cc(Nc2ccc(Cl)cc2)n2cnnc2n1	i
Cc1ccc(NC(=O)N2C[C@@H](F)C[C@H]2C(=O)N2CCc3ccccc3C2)cc1Cl	2.7%
N#Cc1ccc(C(=O)N2CC[C@H]3C(=O)NCCCCCCN(Cc4ccncc4)[C@@H]3C2)cc1	0.8%
c1cncc(C2=NOC3(CCN(CC4CCCCC4)CC3)C2)c1	22.0%
CC(C)CCNC(=O)C1(CCO)CCN(c2ncccn2)C1 (stereo not drawn)	32.6%[activator]
CCCS(=O)(=O)N1C[C@@H](Oc2ccccc2)C[C@@H]1C(=O)NC	-4.2%

Compound activity (PubChem BioAssay)
